FXIIa inh 1536 – factor XIIa (human) inhibition | P00748 | purified FXIIa, Boc-QGR-AMC fluorogenic substrate, 2 h | inhibition, % at 5 µM | 220,000 compounds, 0.3% hits | AID 800; in the data active = inhibition above about 40%;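 also: 0% = enzyme with no compound and 100% = blank without enzyme; many of its hits are not listed in these tables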
zVAD death inh – L929 zVAD cell death inhibition. viability rescue, % at 10 µM. L929 zVAD necroptosis rescue, ATP luminescence, 24 h; with zVAD 60 µM. AID 1377. 220,000 compounds, 0.38% hits;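 active = activation, scaled between plate controls, above about 75%, limit read from the data; inactive = activation under that limit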;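 also: 0% = zVAD with DMSO and 100% = DMSO alone without zVAD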
Hck-Nef inh – blocks Nef-activated human Hck kinase. Recombinant Hck-YEEI plus Nef, Z-Lyte FRET kinase assay. inhibition, % at 20 µM. 220,000 compounds, 0.68% hits;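 active = Hck-Nef kinase inhibition above about 50%, limit read from the data; inactive = inhibition below that limit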;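 also: 0% = DMSO with Hck plus Nef and 100% = Hck alone without Nef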
TNF necrop inh – TNF-alpha cell death inhibition in Jurkat FADD-/- cells; activation (protection from cell death), % at 10 µM; Jurkat FADD-/- TNF necroptosis rescue, ATP luminescence, 24 h; 0 = TNF only, 100 = no-TNF cells; 220,000 compounds, 0.068% hits;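 active = activation, meaning protection from cell death, of at least 50% relative to plate controls; inactive = activation below 50%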;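 also: necroptosis triggered by 40 ng/mL TNF-alpha added together with compound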
KLK5 inh – kallikrein 5 (human) inhibition | Q9Y337 | recombinant hK5, fluorogenic AMC substrate cleavage | inhibition, % at 5 µM | 210,000 compounds, 0.59% hits;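 active = inhibition of 40% or more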;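 also: 0% = enzyme controls without compound and 100% = no-enzyme blanks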
Target sequence (Q9Y337 67-293 limits assumed): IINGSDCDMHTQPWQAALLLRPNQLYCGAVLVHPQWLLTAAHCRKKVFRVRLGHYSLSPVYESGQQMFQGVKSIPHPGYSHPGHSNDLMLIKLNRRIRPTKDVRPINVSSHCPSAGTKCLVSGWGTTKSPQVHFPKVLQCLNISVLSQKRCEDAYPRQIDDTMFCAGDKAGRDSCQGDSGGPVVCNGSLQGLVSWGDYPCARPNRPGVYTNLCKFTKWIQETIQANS
Cl transport mod – KCC2 (human) Cl- transport modulation. Q9H2X9. KCC2 cells, thallium flux FluoZin-2 fluorescence. B-score of Tl+ flux slope (higher = more flux/activation; lower = inhibition) at 10 µM. 190,000 compounds, 2.2% hits. AID 1456;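 active = thallium flux slope and its plate-corrected score both differing from the plate sample mean at a set confidence after two filtering rounds, in either direction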;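 also: slope of fluorescence scaled to starting intensity during 10 to 20 s after thallium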
Thrombin inh – thrombin (human) inhibition. alpha-thrombin, Boc-VPR-AMC fluorogenic substrate cleavage. inhibition, % at 5 µM. 220,000 compounds, 0.26% hits. AID 1046;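 active = inhibition at or above 40%; inactive = inhibition below 40%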;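 also: 0% = enzyme with no compound and 100% = wells without enzyme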
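System – human alpha-thrombin · Medium – pH 7.5 Tris (50 mM) with NaCl 150 mM, Tween 20 0.05% · Compound – single-point dosing at 5 µM, 0.2% DMSO · Incubation – enzyme reaction carried out at room temperature · Technique – fluorescence of released AMC, ex 355 nm, em 460 nm · Read-out basis – % inhibition of thrombin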
FXIa inh 1536 – inhibitors of human coagulation factor XIa. P03951. purified FXIa, Boc-Glu-Ala-Arg-AMC fluorogenic substrate. inhibition, % at 5 µM. 220,000 compounds, 0.14% hits. AID 798;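 active = inhibition of at least 40%; inactive = inhibition below 40%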;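 also: fluorescence of freed AMC excited at 355 nm; 0% = enzyme without compound and 100% = no enzyme blank; many of its hits are not listed in these tables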
Target sequence (P03951 19-387 limits assumed): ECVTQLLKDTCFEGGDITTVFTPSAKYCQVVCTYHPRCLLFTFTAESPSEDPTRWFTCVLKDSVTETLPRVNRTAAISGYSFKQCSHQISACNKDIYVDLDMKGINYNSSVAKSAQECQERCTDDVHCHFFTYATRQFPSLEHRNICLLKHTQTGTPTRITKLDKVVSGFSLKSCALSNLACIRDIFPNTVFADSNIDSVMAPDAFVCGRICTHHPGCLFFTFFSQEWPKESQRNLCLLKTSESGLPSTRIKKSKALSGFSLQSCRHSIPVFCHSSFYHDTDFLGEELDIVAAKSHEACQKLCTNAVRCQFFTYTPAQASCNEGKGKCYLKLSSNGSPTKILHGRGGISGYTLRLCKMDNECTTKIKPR
Target sequence (P03951 388-625 limits assumed): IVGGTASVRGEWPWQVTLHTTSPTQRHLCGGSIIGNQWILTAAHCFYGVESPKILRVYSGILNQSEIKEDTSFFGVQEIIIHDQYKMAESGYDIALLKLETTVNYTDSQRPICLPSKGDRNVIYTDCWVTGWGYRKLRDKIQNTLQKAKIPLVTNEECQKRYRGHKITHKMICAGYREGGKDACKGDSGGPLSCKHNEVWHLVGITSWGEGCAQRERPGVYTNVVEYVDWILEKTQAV
Rad51 HR inh – blocks human Rad51 in homologous recombination; 200,000 compounds, 0.085% hits; inhibition, % at 10 µM; Q06609; hRad51 DNA strand exchange, fluorescence dequenching; AID 1385;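 active = inhibition above 40% at the single screening dose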;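 also: 0% = DMSO control wells and 100% = blanks with heterologous ssDNA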
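material = hRad51 filaments on single-stranded DNA | reagent = Donor/quencher-labelled 47-bp dsDNA substrate | compound = 10 µM final, single point | schedule = strand-exchange reaction 15 min at room temperature | measured by = fluorescein emission 520 nm, excitation 485 nm | read-out basis = % inhibition versus plate control and blank means | benchmarks = plate controls and plate blanks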
* marks the source's active call; other numbers are inactive results; nt = no result given. Some of the compounds tested. The share of hits here may be higher or lower than overall.

SMILES	FXIIa inh 1536	zVAD death inh	Hck-Nef inh	TNF necrop inh	KLK5 inh	Cl transport mod	Thrombin inh	FXIa inh 1536	Rad51 HR inh
CC1=CC(=C(C#N)C#N)C=C(C)N1CCN1CCNCC1	6	-0.1	28	1.0	5	-0.27	-14	1	-1
C(=N\n1cnnc1)/c1nc2ccccc2[nH]1	-2	-0.3	-1	-1.8	-91	nt	-13	-5	-3
O=C1CCC([N+](=O)[O-])C(c2ccc(Cl)cc2)N1 (stereo unspecified)	-2	0.2	-1	-0.5	-5	nt	-5	-8	10
Nc1nc(N2CCOCC2)nc2ccccc12	17	-0.4	0	0.7	-35	0.031	-1	1	-10
Cc1cc2nnc(SCC(=O)OC(C)C)n2c2ccccc12	9	0.9	2	-1.0	-8	-1.7	-2	-4	-10
Cn1cc(CC(=O)Nc2cccc(C#N)c2)c2ccccc21	13	0.4	-2	0.3	-10	nt	2	1	-3
CCCCCCCCCOC1OC(CO)C(O)C(O)C1NC(C)=O (stereo unspecified)	12	-0.1	1	1.3	1	-1.1	4	3	nt
COc1cc2cc(CN(CCO)S(=O)(=O)c3ccccc3)c(=O)[nH]c2cc1OC	13	-0.1	2	0.4	-37	nt	-1	-15	-7
CCCC(C)C(=O)N(Cc1ccccc1)c1ccccn1 (stereo unspecified)	19	-1.1	1	1.6	18	nt	5	2	20
O=C(CCn1c(=S)[nH]c2cc3c(cc2c1=O)OCO3)N1CCN(C2CCCCC2)CC1	nt	0.2	1	-0.5	nt	-0.29	nt	nt	nt
O=c1cc(CO)oc(C(Nc2ccccn2)c2ccc(C(F)(F)F)cc2)c1O (stereo unspecified)	8	-0.3	2	-0.7	-10	0.85	-4	2	-2
COc1ccc(-c2cc(C3CCN(c4ccc(C(C)=O)cc4[N+](=O)[O-])CC3)[nH]n2)cc1	5	1.2	-2	-12	0	1.6	2	2	-8
CCOC(=O)CCn1c(=S)n(CCC(=O)OCC)c2ccccc21	8	-0.3	20	6.7	1	-0.75	0	1	21
Cc1cc(NC(=O)CCCC(=O)O)nc(C)n1	-8	0.8	2	0.7	-3	nt	-6	-7	4
COc1ccc(/C=N/Nc2nc(NCc3ccco3)nc(Nc3ccc(OC)cc3)n2)cc1	10	1.5	3	3.6	-14	0.098	-1	6	6
CCC(Sc1nc(C)cc(=O)[nH]1)C(=O)Nc1sc2c(c1C#N)CCCC2 (stereo unspecified)	7	-0.6	0	0.3	0	nt	0	-1	1
Cn1c(=O)c(Cc2ccccc2)c(O)c2ccccc21	17	0.4	-11	1.4	3	1	1	3	nt
Brc1ccccc1-c1nnc2sc(-c3ccc4c(c3)OCCO4)nn12	6	0.9	0	-7.5	-5	-1.6	0	-9	3
Cn1cccc1C(=O)OCC(=O)Nc1ccc2c(c1)CCC2	21	0.3	2	-0.7	-2	-0.14	-2	1	-6
CN(C)C(=O)CSc1nnc(-c2ccc(F)cc2)c2ccccc12	10	-1.1	6	-2.7	-1	-0.69	-2	3	-7
CC(=O)NCCc1ccc(S(=O)(=O)NC2OC(=O)c3ccccc32)cc1 (stereo unspecified)	28	3.2	0	0.7	24	nt	26	19	-5
NC(=O)Cn1nc([N+](=O)[O-])nc1Oc1ccccc1C(=O)N1CCOCC1	-10	0.0	-2	0.2	-8	0.0051	-6	-3	-1
Cc1nc2nc[nH]n2c(=O)c1CCC(C)C	3	-0.3	-3	1.6	-12	-0.17	-17	-10	-2
O=c1[nH]n2c(=O)c3c([nH]c2c1N=Nc1ccccc1)CCC3	6	-1.4	4	-8.2	-8	-0.21	3	6	10
O=C(CSc1nc2ccccc2s1)Nc1nccs1	11	0.2	1	0.4	-11	0.31	2	2	2
Cc1cccnc1NC(=O)c1cc2ccccc2oc1=O	4	0.3	16	-2.1	1	0.0046	9	-2	-3
O=C(NCc1cccs1)C1CCC(CNS(=O)(=O)c2cccc3nsnc23)CC1 (stereo unspecified)	8	-1.1	0	1.3	52*	nt	2	2	-11
CCOc1ccc(NC(N)=O)cc1OCC	6	1.7	7	-0.2	-13	0.46	-4	1	-5
Cc1ccccc1NC(=O)CN1C(=O)N/C(=C\c2cccn2-c2cccc(C(=O)O)c2)C1=O	11	29	27	-1.5	-6	-0.022	-4	1	-34
Clc1cccc(-c2nnc(-c3ccccc3)o2)c1	1	0.2	0	-2.6	-16	-1.3	-4	-24	5

For reference, 9 of the compounds above:
SMILES	FXIIa inh 1536	zVAD death inh	Hck-Nef inh	TNF necrop inh	KLK5 inh	Cl transport mod	Thrombin inh	FXIa inh 1536	Rad51 HR inh
Cn1cccc1C(=O)OCC(=O)Nc1ccc2c(c1)CCC2	21	0.3	2	-0.7	-2	-0.14	-2	1	-6
CN(C)C(=O)CSc1nnc(-c2ccc(F)cc2)c2ccccc12	10	-1.1	6	-2.7	-1	-0.69	-2	3	-7
CC(=O)NCCc1ccc(S(=O)(=O)NC2OC(=O)c3ccccc32)cc1 (stereo unspecified)	28	3.2	0	0.7	24	nt	26	19	-5
NC(=O)Cn1nc([N+](=O)[O-])nc1Oc1ccccc1C(=O)N1CCOCC1	-10	0.0	-2	0.2	-8	0.0051	-6	-3	-1
Cc1nc2nc[nH]n2c(=O)c1CCC(C)C	3	-0.3	-3	1.6	-12	-0.17	-17	-10	-2
O=c1[nH]n2c(=O)c3c([nH]c2c1N=Nc1ccccc1)CCC3	6	-1.4	4	-8.2	-8	-0.21	3	6	10
O=C(CSc1nc2ccccc2s1)Nc1nccs1	11	0.2	1	0.4	-11	0.31	2	2	2
Cc1cccnc1NC(=O)c1cc2ccccc2oc1=O	4	0.3	16	-2.1	1	0.0046	9	-2	-3
O=C(NCc1cccs1)C1CCC(CNS(=O)(=O)c2cccc3nsnc23)CC1 (stereo unspecified)	8	-1.1	0	1.3	52*	nt	2	2	-11

The listing continues:
SMILES	FXIIa inh 1536	zVAD death inh	Hck-Nef inh	TNF necrop inh	KLK5 inh	Cl transport mod	Thrombin inh	FXIa inh 1536	Rad51 HR inh
O=C(COc1cccc2cccnc12)N/N=C/c1ccccc1O	9	5.2	4	-6.0	0	-0.29	4	6	nt
CC(C)c1nnc(NC(=O)c2ccc3c(c2)OCO3)s1	9	1.0	-5	0.8	-5	0.62	2	1	29
CCOC(=O)C1CCN(C(=O)CSc2ccc(Br)cc2)CC1	nt	0.7	3	0.9	1	0.32	-1	-2	2
CCn1c(=O)cc(SCC(=O)N2CCC(C)CC2)c2ccccc21	10	0.4	1	-2.2	-5	0.44	-4	-5	-5
CN1CCN(c2cnn(-c3ccccc3)c(=O)c2Br)CC1	4	-0.6	0	0.8	-2	0.29	-1	-3	-1
CN(CP(=O)(O)C(O)c1ccccc1)S(C)(=O)=O (stereo unspecified)	28	2.0	1	0.3	-6	nt	4	21	-4
Cc1nnc(-c2ccccc2)o1	5	-0.7	2	1.5	-2	nt	-3	-3	14
Cc1cc(C)c2cc3c(N)c(C(=O)Nc4c(C)[nH]c(=O)[nH]c4=O)sc3nc2c1	22	2.7	1	0.7	-13	-1.6	-4	24	-7
O=C(Nc1cccc(-c2cn3cccnc3n2)c1)c1cccs1	-2	4.3	3	3.6	-20	-0.46	-6	6	-6
COc1cc(/C=N/Nc2nn3cnnc3c3ccccc23)ccc1O	17	0.7	0	-6.7	0	-1.4	5	7	2
O=C(C1CCC(=O)N1Cc1ccccc1Cl)N1CCN(c2cccc(Cl)c2)CC1 (stereo unspecified)	-12	1.3	-1	-2.6	-7	-0.088	-3	-15	-4
O=C(Cn1c(C(=O)N2CCN(C3CCCC3)CC2)cc2sccc21)c1ccccc1	12	-0.2	2	-3.2	19	0.18	3	3	nt
COc1ccc(C(=O)Nn2c(SCC(=O)NCC3CCCO3)nc3ccccc3c2=O)cc1 (stereo unspecified)	3	-0.2	0	-2.7	0	0.27	5	9	-2
CCCCC(=O)N(CCC)CCC	7	-0.1	3	0.0	-11	-0.37	-1	5	1
COc1cc(NC(=O)CCc2nc(-c3cccs3)no2)cc(OC)c1OC	-8	1.1	-3	0.8	1	-0.21	-19	-1	-6
CC1(C)CCCN(C(=O)N2c3ccccc3Sc3ccccc32)C1	14	-0.1	-1	-2.9	-1	0.012	-5	3	-3
O=C(Nc1ccc(F)cc1)C1CCC(CNc2c(N3CCCCC3)c(=O)c2=O)CC1 (stereo unspecified)	7	1.1	1	0.6	2	0.23	0	0	12
CCCOC(=O)c1cc(-c2ccc(/C=C3/C(=O)N(C)C(=O)C(C#N)=C3C)o2)ccc1Cl	nt	1.0	24	-2.2	nt	-0.76	nt	nt	nt
Cc1cccc(-n2c(O)c(C=NC3CCS(=O)(=O)C3)c3ccccc3c2=O)c1C (stereo unspecified)	3	-0.9	8	0.1	-2	-0.37	-4	-1	15
CC(C)N(C(=S)Nc1cccc(C(F)(F)F)c1)C(C)c1ccccn1 (stereo unspecified)	-6	-0.6	-5	-0.9	-26	-0.39	-4	-8	1

2 of the compounds above, as labelled records.
> COc1ccc(/C=N/Nc2nc(NCc3ccco3)nc(Nc3ccc(OC)cc3)n2)cc1
  FXIIa inh 1536: 10
  zVAD death inh: 1.5
  Hck-Nef inh: 3
  TNF necrop inh: 3.6
  KLK5 inh: -14
  Cl transport mod: 0.098
  Thrombin inh: -1
  FXIa inh 1536: 6
  Rad51 HR inh: 6
> CCC(Sc1nc(C)cc(=O)[nH]1)C(=O)Nc1sc2c(c1C#N)CCCC2 (stereo unspecified)
  FXIIa inh 1536: 7
  zVAD death inh: -0.6
  Hck-Nef inh: 0
  TNF necrop inh: 0.3
  KLK5 inh: 0
  Cl transport mod: nt
  Thrombin inh: 0
  FXIa inh 1536: -1
  Rad51 HR inh: 1

Next part
SMILES	FXIIa inh 1536	zVAD death inh	Hck-Nef inh	TNF necrop inh	KLK5 inh	Cl transport mod	Thrombin inh	FXIa inh 1536	Rad51 HR inh
COc1ccc(CNc2ncnc3cc(Cl)ccc23)cc1OC	4	0.8	1	1.5	nt	-0.66	-5	-4	nt
O=C(CCSc1nc(-c2ccc3c(c2)OCO3)cc(C(F)(F)F)n1)NCc1ccco1	-8	1.3	3	-2.5	-220	0.54	2	-8	-3
CCOC(=O)c1nnn(-c2nc(N(C)C)nc(N(C)C)n2)c1C	1	0.1	-9	-0.3	-11	0.042	-1	-5	-6
CCOc1ccc(C(=O)Nc2sc3c(c2C(=O)OC)CC(C)(C)NC3(C)C)cc1	10	4.0	13	9.4	2	-0.15	1	2	nt
O=S(=O)(Cc1ccc(Cl)cc1)N1CCN(Cc2ccc3c(c2)OCO3)CC1	5	-0.1	10	1.5	0	-0.18	-4	-1	0
COc1ccc(C2(C)NC(=O)N(CC(=O)Nc3ccc4c(c3)OCO4)C2=O)cc1OC (stereo unspecified)	11	0.2	1	-0.4	-10	0.48	2	-2	2
CCOC(=O)N1CCN(C(=O)CN(C2CCCCC2)S(=O)(=O)c2ccc(C)cc2)CC1	12	-0.1	-1	-1.6	-5	nt	4	3	-5
N#CC1(Cc2ccc([N+](=O)[O-])cc2)c2ccccc2C=CN1C(=O)c1ccccc1 (stereo unspecified)	-1	0.4	0	-0.1	11	-0.46	-4	-8	-5
CSC1=C(C#N)C(c2ccccc2Cl)C2=C(N1)c1ccccc1C2=O (stereo unspecified)	14	0.0	1	-17	-9	-1.5	5	5	-5
COC(=O)C(C)N1C(=O)S/C(=C/c2cc(C)n(-c3ccccn3)c2C)C1=O (stereo unspecified)	17	0.0	1	-2.7	-2	nt	6	1	nt
